# Source: PubChem BioAssay
# yeast mlh1 rad18 – NCI yeast anticancer drug screen, S. cerevisiae mlh1 rad18 strain; % growth inhibition at 50 µM; 79,000 compounds, 11% hits; AID 175, 2004;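 also: 0% = growth of vehicle-only cultures of the same strain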
#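 Test agents were incubated with a yeast strain of defined genotype (DNA damage repair defect). Inhibition of growth was derived by comparison with vehicle-exposed cultures.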
# sgs1 mgt1 – NCI yeast anticancer drug screen, S. cerevisiae sgs1 mgt1 strain | % growth inhibition at 50 µM | 78,000 compounds, 10% hits | AID 161, 2004;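 also: 0% = growth of vehicle-only cultures of the same strain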
#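 Yeast cells carrying a defined DNA-repair defect were exposed to test compounds. Growth inhibition was measured relative to vehicle-treated controls.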
# yeast rad50 – NCI yeast anticancer drug screen, S. cerevisiae rad50 strain | % growth inhibition at 50 µM | 79,000 compounds, 10% hits;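 also: 0% = growth of vehicle-only cultures of the same strain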
#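 Growth of the mutant yeast was measured after compound exposure and referenced to vehicle-treated cultures.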
# bub3 – NCI yeast anticancer drug screen, S. cerevisiae bub3 mutant strain. growth inhibition, % at 50 µM. AID 167, 2004. 78,000 compounds, 9.9% hits;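 also: 0% = growth of vehicle-only cultures of the same strain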
#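 Inhibition values come from growth of compound-treated mutant yeast normalised to vehicle-treated controls.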
# yeast cln2 rad14 – NCI yeast anticancer drug screen, S. cerevisiae cln2 rad14 strain; growth inhibition, % at 50 µM; 78,000 compounds, 8.3% hits;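 also: 0% = growth of vehicle-only cultures of the same strain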
#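 Compounds are applied to the cln2 rad14 yeast strain, and growth is then compared with that of vehicle-treated cultures to give inhibition.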
# mec2-1 – NCI yeast anticancer drug screen, S. cerevisiae mec2-1 strain | 79,000 compounds, 9% hits | % growth inhibition at 50 µM | AID 157, 2004;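 also: 0% = growth of vehicle-only cultures of the same strain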
#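 Mutant yeast (mec2-1) grown with compound; growth inhibition relative to vehicle control reported.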
# An asterisk follows results filed as active; · = no result given; & = joins results of further samples. Rule as the data show it: active = growth inhibition above about 70%; inactive = the rest.
# Values run as follows: yeast rad50, sgs1 mgt1, mec2-1, yeast mlh1 rad18, bub3, yeast cln2 rad14
c1ccc(Cc2cc(-c3ccccc3)n[nH]2)cc1
 : 97*, 90*, 97*, 97*, 94*, 70*
COc1cc(-c2cc(=O)c3c(O)cc(C)cc3o2)cc(OC)c1OC
 : -1, ·, -10, -18, ·, ·
COc1cc2c(c3c1CCC(C)(C)O3)Cc1c(cc(OC)c(OC)c1CCC(C)(C)O)O2
 : 42, 4, -4, 8, 3, 0
ICC(CI)(CI)CI
 : -5, 6, -17, 15, 15, 4
CN(C(=O)C12C3C4C1C1C2C3C41C(=O)N(C)C(C)(C)C)C(C)(C)C (stereo not given)
 : 14, -7, 12, -2, 23, 9
C/C=N/Nc1ccccc1
 : 25, 18, -1, 30, 32, 33
O=c1n2ccccc2nc2nc3ccccc3n12
 : -18, -18, 1, -6, -2, -31
CSc1nc(N)cc(=O)[nH]1
 : 34, -1, -2, -1, -2, 18
OCCN(c1ccccc1)c1nc(N(CCO)c2ccccc2)nc(N(CCO)c2ccccc2)n1
 : 3, 32, 9, 2, 30, 8
CC1(C)CNC[C@](C)(OCCCO[C@@]2(C)CNCC(C)(C)NC2=O)C(=O)N1
 : -11, -21, -34, -9, 4, 26
Cc1cc(Br)c(NC(=O)c2csnn2)c(Br)c1
 : -31, -14, -14, -11, 3, -27
COc1ccc(N2CCN(CC(O)COc3cc4c(c5c3CCCC5)CCCC4)CC2)cc1 (stereo not given)
 : 45, 55, 99*, 78*, 92*, 84*
ON/N=C/c1cc2c(cc1Br)OCO2
 : -6, 5, 4, -9, -6, -15
Cc1ncc(C(N)=S)c(N)n1
 : 10, 0, 0, 14, -9, -47
CCc1ccccc1NC(=O)C(=O)C(C(=O)c1ccc(OC)cc1)c1ccc(OC)cc1 (stereo not given)
 : 19, 5, 12, 9, 4, 16
COc1ccccc1[C@]1(O)CCCC[C@@H]1Cl
 : -20, -6, -5, -21, 11, 2
CC(=O)CCC1=C(O)C(C)=C(C)C(=O)C1=O
 : -8, 4, -10, 32, 32, 7
Cn1c2cc(=O)ccc2c2c3nc4ccccc4[nH]c3cc(O)c21
 : 14&19, 4&-9, 4&13, 9&13, -9&4, 9&14
CC(NC(=O)OCc1ccccc1)C(=O)N1CCCC1C(=O)O (stereo not given)
 : 27, 6, 7, 12, 3, 17
C=C(C)C1CC=C(/C=N/O)CC1 (stereo not given)
 : -5, 6, 4, 3, 8, -14

# Gathered by group: the entries above containing a halogen.
# Values run as follows: yeast rad50, sgs1 mgt1, mec2-1, yeast mlh1 rad18, bub3, yeast cln2 rad14
ICC(CI)(CI)CI
 : -5, 6, -17, 15, 15, 4
Cc1cc(Br)c(NC(=O)c2csnn2)c(Br)c1
 : -31, -14, -14, -11, 3, -27
ON/N=C/c1cc2c(cc1Br)OCO2
 : -6, 5, 4, -9, -6, -15
COc1ccccc1[C@]1(O)CCCC[C@@H]1Cl
 : -20, -6, -5, -21, 11, 2

# (cont.)
# Values run as follows: yeast rad50, sgs1 mgt1, mec2-1, yeast mlh1 rad18, bub3, yeast cln2 rad14
CCOC(=O)C(=O)/C(=C/n1c(=S)[nH]c2ccc([N+](=O)[O-])cc21)C(=O)OCC
 : -29, -8, -50, -47, -4, -12
Cc1cc(Cl)c2c(c1)C(=O)/C(=C/c1ccc(Cl)cc1)O2
 : 88*, 84*, 90*, 85*, 89*, 89*
COc1c(NC(=O)c2ccc(Cl)c(Cl)c2)cccc1[N+](=O)[O-]
 : 8, 3, -9, -1, 1, -3
CCCCC1C(=O)N2c3ccccc3-c3ccccc3N2C1=O
 : 66, 43, 7, 35, 17, 15
ClCCn1nc2c(c1-c1ccccc1)CCc1ccccc1-2
 : -8, -10, -1, -3, 11, -19
COc1ccc(C(O)C(c2ccc(OCc3ccccc3)cc2)c2ccc(OCc3ccccc3)cc2)cc1 (stereo not given)
 : 1, -5, -28, -22, -29, -4
CC(=O)N[C@H]1CCC2[C@@H]3CCC4=CC(=O)NCC[C@]4(C)C3CC[C@@]21C (stereo not given in full)
 : 56, 56, 47, 58, 96*, 70
N#Cc1cc(Cl)ccc1N=Cc1c(Cl)cccc1Cl
 : 19, 39, 16, 13, -7, 15
C[C@@H]1OC2(O)[C@H]3CCCN3S(=O)(=O)CCN2C1=O (stereo not given in full)
 : 30, -8, -15, -1, -12, 17
O=c1[nH]c2c(c(=O)[nH]1)SSC2
 : -24, -39, -13, -10, -28, -8
N#Cc1[nH]c(=O)n(-c2ccc(Cl)cc2)c1N
 : -30, -19, -59, -33, -12, -11
CCN(CC)CCOc1cccc2c1C(=O)c1c(O)cccc1C2=O
 : 59, 71*, 39, 62, 36, 74*
c1ccc2c(SCN3CCOCC3)cccc2c1 (tested in a mixture with another compound)
 : 35, 39, 22, 30, 22, 41
CC1(C)C2CCC3(C2)CS(=O)(=O)N2OC231 (stereo not given)
 : 7, -31, -36, -10, -27, -20
CCC1(C)c2[nH]c3ccccc3c2C(=O)NN1C(C)=O (stereo not given)
 : 7, 7, 4, -6, 12, 9
O=[N+]([O-])c1ccc(N=NNc2ccc(N=Nc3ccccc3)cc2)c2ccccc12
 : -3, -4, -7, -1, 6, 3
CCOC(=O)/C(=C/c1ccc(C(F)(F)F)cc1)N(CC)CC
 : 1, 3, -9, 6, -2, 33
CCOC(=O)CNC(=O)CNC(=O)CN1C(=O)c2ccccc2C1=O
 : 10, -11, 0, -5, 9, -10
O=C(O)c1cc(O)c(O)c2c1CN(Cc1ccccc1)CO2
 : 2, 24, -8, 28, 68, -27
O=C1c2cc(Cl)ccc2NC(O)c2cccn21 (stereo not given)
 : 3, -4, 2, -1, -11, -21

# (more compounds)
# Values run as follows: yeast rad50, sgs1 mgt1, mec2-1, yeast mlh1 rad18, bub3, yeast cln2 rad14
CCOC(=O)c1cc2c(C(=O)c3ccc([N+](=O)[O-])cc3)c(C(C)=O)ccc2[nH]1
 : 3, -1, 0, -46, 19, -4
CC12CCC(O)CC1=CCC1C2CCC2(C)c3nc(C#N)c(=N)n(O)c3CC12 (stereo not given)
 : 98*, 99*, 99*, 99*, 98*, 98*
O=C(C/C(=N\NC(=O)C[n+]1ccccc1)C(=O)Nc1nc2ccc([N+](=O)[O-])cc2s1)CC(c1ccccc1)c1c(O)c2ccccc2oc1=O (stereo not given)
 : 4, -17, -15, -5, 7, 2
CCCCOC(=O)c1ccc(O)cc1.[Zn+2]
 : -31, -17, -12, -35, -22, -42
Cc1[nH]c(=O)nc2c1CCO2
 : -12, -4, -2, -18, -28, 17
NCCCCCCCCCCCCN
 : -6, 0, -12, 19, -14, -37
CCN(CC)C(=O)CCn1cc(F)c(=O)[nH]c1=O
 : -66, -35, -51, -16, -26, 2
CCN(CC)CCCNc1cccc2ccc(C)nc12
 : 44, 56, 7, 27, 17, 60
N#CC(C#N)=C1NC(=O)C(c2ccccc2)C(=O)N1 (stereo not given)
 : 11, 14, 6, -8, 18, 29
Cc1ccc2c(c1)/C(=N\NC(N)=O)CCC2
 : 3, -2, 2, -11, -9, -1
O=C(O)/C(Cl)=C(\Cl)C(=O)Nc1ccc(Cl)cc1Cl
 : 45, 61, 54, 69, 56, 52
CCOc1c(N=Nc2cccc(Cl)c2)c(-c2ccccc2)nn1C(N)=S
 : -3, -24, -10, 21, 36, 2
C=CCCCCCCCCCCCC
 : -20, -21, 0, 0, -21, 1
CCNCC1COc2ccccc2O1 (stereo not given)
 : 0, -7, 3, -1, -5, -16
O=C(/C=C/c1ccccc1)CC(=O)c1ccccc1.O=C(/C=C/c1ccccc1)CC(=O)c1ccccc1.[Cu]
 : -17, -16, -11, -16, -2, -36
CCCCCCCCCCCCCCCCCCC1=CC(=O)c2ccccc2C1=O
 : 16, 26, 3, 15, 8, 31
CN(C)C(=O)c1cc(Br)cc(-c2ccccc2)c1O
 : 55, 76*, 73*, 52, 88*, 39
CCOC(=O)C1SC(=Nc2ccccc2)N=C1C (stereo not given)
 : 11, 28, -12, -4, -20, -4
COc1ccc(C(=O)CCc2cccc(NC(=O)CCCl)c2)cc1
 : -18, 6, 6, -12, -7, -9
CCC(OC(C)=O)C1CC(C(C)C)CCC1C (stereo not given)
 : -15, 22, 24, 28, 21, 72*

# Next part.
# Values run as follows: yeast rad50, sgs1 mgt1, mec2-1, yeast mlh1 rad18, bub3, yeast cln2 rad14
COc1ccc(C2c3cc4c(cc3OC(NNc3ccccc3)C2C)OCO4)cc1 (stereo not given)
 : 24, 13, -1, 45, -20, -1
CCCCCCCCCCOC(=O)NC1c2ccccc2Oc2c(C)cccc21 (stereo not given)
 : -2, 3, 22, 17, 6, 6
O=C(O)c1ccc(Br)cc1C(=O)O
 : 8, 2, 4, -2, 5, 4
O=C(Nc1ccn(CCI)c(=O)n1)c1ccccc1
 : -21, 10, -37, 26, 15, 14
COC(=O)c1ccccc1N=CC(Cl)(Cl)C(C)Cl (stereo not given)
 : -11, -9, -4, 1, -11, -31
Nc1ncnc2nn(C3OC(CO)C(O)C3O)nc12 (stereo not given)
 : 29, -22, -26, -5, -70, 33
Cc1n[nH]c(=O)n1N1C(=O)CCCC1=O
 : -13, -24, -16, -24, -24, -3
O=C1C2=C(Nc3ccccc3N2)OC1c1c[nH]c2ccc(COc3ccccc3)cc12 (stereo not given)
 : 17, -6, -7, -2, 7, 12
O=C(CC(=O)c1ccc(Cl)c(Cl)c1)Cc1ccc2ccccc2n1
 : 13, 11, -12, 19, -22, -32
Oc1cccc2cc(Cl)cnc12
 : 91*, 92*, 93*, 91*, 92*, 89*
CC(C)(C)c1ccc(-c2nc3ccc([N+](=O)[O-])cc3c(=O)o2)cc1
 : 12, 35, 16, 34, 16, -13
COc1cccc(NC(=O)NC(C)(C)C)c1
 : 8, 1, -16, 0, -1, -42
Cc1ccccc1NC(=O)CN(C)C
 : -4, -5, -6, 2, -1, -10
O=c1[nH]cnc2c1sc(=S)n2-c1ccccc1
 : 7, 10, -10, -2, -12, 7
CC(NC(=O)CNP(=O)(c1ccccc1)c1ccccc1)C(=O)NC(Cc1ccccc1)C(=O)OCc1ccccc1 (stereo not given)
 : 10, 20, 4, 30, -10, -4
COc1ccc([N+](=O)[O-])c(OC)c1
 : 4, -31, -19, 9, -23, 17
O=C(O)/C(=C\c1ccccc1[N+](=O)[O-])c1ccccc1
 : 35, 7, -3, 47, -1, -31
Cc1ccc(Cl)cc1NC(=O)N1C(C)CCCC1C (stereo not given)
 : 14, 34, 33, 27, 39, -7
O=C(O)/C(O)=C(/O)C(=O)O
 : -10, -34, -7, -18, -39, 13
COC(=O)C(=O)C1CCc2c(C(=O)OC)nc3nnc(N)n3c21 (stereo not given)
 : 5, 4, -5, 4, 6, -2

# Next part.
# Values run as follows: yeast rad50, sgs1 mgt1, mec2-1, yeast mlh1 rad18, bub3, yeast cln2 rad14
COc1ccc2nc3cc(Cl)ccc3c(Nc3nccc(OC)n3)c2c1
 : -9, -5, -18, -34, 0, -25
CCCOC(=O)CCCC1=NC2=CC=CC3=NC(C)=NC(=N1)N23
 : -10, -7, -3, -7, -38, -45
CCC(Oc1ccc(Cl)cc1Cl)C(=O)O (stereo not given)
 : -4, -9, -10, -2, -10, -8
CC(=O)NC1=C(Sc2ccc(C)cc2)C(=O)c2ccccc2C1=O
 : 54, 30, 10, 23, 42, -33
CCCC12C=C(OC)C(=O)C=C1OC(c1ccc3c(c1)OCO3)C2C (stereo not given)
 : 44, 81*, 71*, 55, 79*, 65
C=CCSc1nn(CCC#N)c(=O)[nH]c1=O
 : -1, -13, -13, -2, -6, -21
Nc1nnc2nc(CC(=O)c3cccc([N+](=O)[O-])c3Cl)c(=O)[nH]n12
 : -9, -17, 8, 8, -5, -7
Cc1ccc(Sc2ccc3ccccc3n2)cc1
 : 36, 50, 38, 2, 67, 50
COC1=C(C#N)C(c2ccccc2)CC(N)=N1 (stereo not given)
 : 2, -10, -11, 20, -1, 2
Cc1[nH]nc(C(=O)N/N=C/c2cccs2)c1N=NN(C)C
 : 97*, 97*, 83*, 99*, 88*, 99*
C[N+](C)(N)Cc1csc(-c2ccc(Cl)cc2)n1
 : -31, -13, -39, -10, -25, -8
N#CC1(C#N)C2C=CC(c3coc4cccc2c34)C1(C#N)C#N (stereo not given)
 : 36, 75*, 36, 58, 58, 19
Cc1ccc([N+](=O)[O-])cc1O
 : 20, 12, -8, 13, -8, 8
COc1cc(C2CC(C)(N3CCCC3)Oc3cc4c(cc32)OCO4)cc(OC)c1OC (stereo not given)
 : 1, 10, -2, 6, -12, -47
COc1ccccc1C/C(=N/O)c1ccccc1OC
 : 4, 14, -3, 4, -4, 16
Cc1ccc(N=C2SC(=S)N(CCC[N+](C)(C)C)C2=Nc2ccc(C)cc2)cc1
 : 99*, 100*, 99*, 99*, 99*, 99*
CC(=O)OCC1OC(OC2C(COC(C)=O)OC(Sc3ccccc3C)C(OC(C)=O)C2OC(C)=O)C(OC(C)=O)C(OC(C)=O)C1OC(C)=O (stereo not given)
 : -30, -6, -32, -27, -18, -12
Cc1[nH]nc(N)c1C(N)=O
 : 5, 27, 2, 6, 1, 1
CN(C(=O)Nc1ccccc1)c1ccccc1
 : 6, 1, -3, 3, 6, -1
CCOC(=O)Nc1nc2ccc(SC#N)cc2s1
 : 93*, 80*, 65, 50, 88*, 57
